Screening data deposited in PubChem by Broad Institute.
CD40 NFkB inh: inhibitors of CD40-induced NF-kB signaling, primary screen, BL2 cells, luciferase reporter, single point; CD40L-induced, 4 h; inhibition, % at 10 µM; 0.94% of 83,000 active;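 active = mean inhibition of at least 50% with a set share of replicates also reaching that level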;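 also: 0% = neutral control wells and 100% = IKK inhibitor VII at 50 µM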
* hit, by the source's call; [ ] = another dose, or the depositor's remark. An excerpt, so the mix of outcomes need not match the whole.

SMILES | CD40 NFkB inh
Cc1ncoc1C(=O)N1CCCC(C(=O)c2ccc(-c3ccccc3)c(F)c2)C1 (stereo not drawn) | 8
Cc1cccc(NC(=O)c2c(-c3ccccc3)noc2C)n1 | -2
NC(=O)C1(N2CCCCC2)CCN(C(=O)c2cccn3c(=O)c4cc(Cl)ccc4nc23)CC1 | 7
O=C(NCC(c1ccco1)N1CCN(c2ccccc2F)CC1)C(=O)NC1CCCC1 (stereo not drawn) | 2
O=C(Nc1ccc(C(F)(F)F)cc1)c1cc(-c2cccnc2)nc2ccc(Br)cc12 | 10
CC(C)(C)C(=O)COC(=O)CCc1nc2ccccc2[nH]c1=O | 14
O=C(COC(=O)CCC(=O)c1ccccc1)NCCc1ccccc1 | -3
Cc1c2cnn(CC(=O)N3CCOCC3)c(=O)c2c(C)n1Cc1ccccc1F | -1
CN1CCN(CCNC(=O)Cn2c(=O)c3cccn3c3ccc(F)cc32)CC1 | 9
COCCCNc1nc2cc(OC)c(OC)cc2c2nc(-c3ccccc3)nn12 | 15
CC1CN(c2nnc(NC(=O)c3ccccc3)s2)CC(C)O1 (stereo not drawn) | -50
CCCCN(C(=O)CCNC(=O)NC12CC3CC(CC(C3)C1)C2)c1c(N)n(CCCC)c(=O)[nH]c1=O | 26
CCC(CC)NC(=O)COC(=O)c1cccc(C)c1O | -1
CN(CC(=O)Nc1ccc(Cl)cc1)C(=O)c1ccc(N2CCCC2=O)cc1 | -39
CCCCCN(C(=O)NC(=O)Nc1ccccc1C)S(C)(=O)=O | -9
Cn1cnc2c(=O)[nH]cc([N+](=O)[O-])c21 | 3
COc1ccc(NC(=O)N2CCCCN3[C@H](C2)[C@H](c2ccc(-c4ccccc4F)cc2)[C@@H]3CO)cc1 | 18[25 µM]
Cc1cc2c(OCC(O)CNC(C)(C)C)cccc2[nH]1 (stereo not drawn) | 8
CC(=O)NC(C)C12CC3CC(CC(CC(=O)O)(C3)C1)C2 (stereo not drawn) | 4
CCOC(=O)c1cc(-c2csc(COc3ccccc3)n2)on1 | 16
O=C(Nc1ccc(F)cc1)C1CCN(C(=O)c2ccc(F)cc2)CC1 | 1
CCCCC(=O)N/N=C(C)/C=C/c1ccccc1F | -32
Cc1ccc(-n2nc3c(=O)n(C(C)C(=O)NC4CC4)nc(C)c3c2C)cc1 (stereo not drawn) | 5
CCC(OC(=O)C(NC(=O)c1ccccc1)c1ccccc1)C(=O)Nc1cc(C)on1 (stereo not drawn) | 4
O=C(Nc1ccc2c(c1)OCCO2)c1oc2ccccc2c1NC(=O)C1CC1 | 14
Cc1cnc(C(=O)NC(C)CCc2ccccc2)cn1 (stereo not drawn) | -4
Cn1c(=N)n(CC(=O)C(C)(C)C)c2ccccc21 | -48
O=C(c1ccc2c(c1)OCO2)N1CC[C@@H]2[C@H](CO)Nc3ccc(C#Cc4ccccc4)cc3[C@@H]21 | -11[25 µM]
O=C(Nc1ccc2c(c1)OCCO2)N1CCN(c2ccccc2)CC1 | -78
O=C(c1cnn2c(C(F)F)cc(-c3ccccc3)nc12)N1CCCc2ccccc21 | 2
CCCC(=O)Nc1ccc(C(=O)NNC(=O)c2ccco2)cc1 | 6
Cc1nn(Cc2cccc(F)c2)c(C)c1NC(=O)c1c(Cl)cnn1C | 8
N#C[C@@H]1[C@H](c2ccccc2-c2ccccc2F)[C@@H](CO)N1C(=O)Cc1ccccc1 | 6[25 µM]
O=C(Nc1ccccc1)c1cccc(S(=O)(=O)NCc2ccco2)c1 | -4
O=C(C[C@H]1C[C@@H]2c3cc(NC(=O)C4CCOCC4)ccc3O[C@@H]2[C@@H](CO)O1)NCC(F)(F)F | -8[25 µM]
CC(C)NC(=O)Nc1cccc2c1O[C@H](CN(C)C(=O)OC(C)(C)C)[C@@H](C)CN(C)C2=O | -35
Cc1cccc(NC(=O)c2cc(Cl)nc3ccccc23)n1 | 5
NS(=O)(=O)c1cc2c(cc1Cl)NC(CSCc1ccccc1)=NS2(=O)=O | 6
Cc1cccc(S(=O)(=O)NCC2CCCO2)c1 (stereo not drawn) | 12
Cc1ccccc1OCc1nc(-c2ccc(NC(=O)c3ccc4c(c3)OCO4)cc2)no1 | -15
CCN1CCN(C(CNS(=O)(=O)c2cccs2)c2cccnc2)CC1 (stereo not drawn) | 19
O=C(C1CCCC1)N1CC(=O)N2[C@H](CO)[C@H](c3ccc(-c4cccnc4)cc3)[C@H]2C1 | -3
COc1cccc(NC(=O)COc2cccnc2[N+](=O)[O-])c1 | -37
COc1cc(OC)c(C(=O)Nc2ccc(S(=O)(=O)N3CCCCC3)cc2)cc1OC | -1
N#Cc1c(-c2ccccc2)nc(N2CCN(Cc3ccccc3)CC2)[nH]c1=O | 6
COc1cc(/C=C/CN2CCC(C(=O)NC(c3ccc(F)cc3)c3ccc4ccccc4n3)CC2)ccc1OC(C)=O (stereo not drawn) | 17
O=c1c2ccccc2nc(-c2ccco2)n1Cc1ccccc1 | -76
COc1ccc(OC)c2sc(Cl)nc12 | 2
O=C(CN1CCOCC1)Nc1ccccc1C(=O)O | 14
COc1ccc(CN2C(=O)c3ccccc3C2=O)cc1C(=O)N(C)CC(=O)Nc1ccc(F)cc1 | -5
Remaining list, next part:
SMILES | CD40 NFkB inh
S=C(NCCc1ccccc1)NCC(c1ccco1)N1CCCCC1 (stereo not drawn) | -9
CCC(CC)C(=O)NCCCN1CCOCC1 | 4
C[C@@H](O)C#Cc1ccc([C@@H]2[C@@H](CO)N3CCCCN(C(=O)c4cccc(F)c4)C[C@H]23)cc1 | -9[25 µM]
O=C(OCc1nnc(-c2ccccc2)o1)C1CC(=O)N(CCc2ccccc2)C1 (stereo not drawn) | -10
COc1ccc(CNC(=O)COC(=O)c2ccc3ncsc3c2)cc1OC | -4
CO[C@H]1CN(C)C(=O)c2cc(NC(=O)c3ccccc3F)ccc2OC[C@@H](C)N(CC2CCOCC2)C[C@H]1C | -3[25 µM]
C/C=C/c1ccc(C2[C@@H]3CN(Cc4cc(OC)cc(OC)c4)C[C@H]2N3)cc1 (stereo partly drawn) | -6
O=C(c1ccc(CS(=O)Cc2ccc(Cl)cc2)o1)N1CCN(C2CCCCC2)CC1 (stereo not drawn) | -3
COc1ccc(-c2ccc([C@H]3[C@@H](CO)N4C(=O)CN(Cc5ccccc5)C[C@@H]34)cc2)cc1 | 8
COCC(=O)N1[C@H](CO)[C@H]2c3ccccc3N(C(=O)Nc3cc(F)ccc3F)C[C@H]21 | 10[25 µM]
CO[C@H]1CN(C)C(=O)c2ccc(NS(=O)(=O)c3ccc(C)cc3)cc2OC[C@@H](C)N(C)C[C@H]1C | -9[25 µM]
Cc1ccc(NC(=O)c2cnccn2)cc1S(=O)(=O)N1CCCCCC1 | 8
CN1CCN(CCCNC(=O)C2CC(=O)N(C3CCCCC3)C2)CC1 (stereo not drawn) | 6
COC(=O)n1c(SC)nc2ccccc21 | 10
Cc1ccccc1Cn1cc(NS(=O)(=O)c2cn(C)nc2C)cn1 | 1
O=S(=O)(c1ccc(F)cc1)N1CCCCN2[C@H](CO)[C@@H](c3ccc(-c4cncnc4)cc3)[C@@H]2C1 | 1[25 µM]
Cc1ccc(S(=O)(=O)N2CCCCC2)cc1NC(=O)CSc1nnc(C2CC2)n1N | -6
CCn1c(=O)c(C(=O)NCc2ccc3c(c2)OCO3)c(O)c2ccccc21 | 12
Cc1ccc(CS(=O)(=O)Cc2ccc(C(=O)NCc3ccccn3)o2)cc1 | -10
CCCCn1c(N)c(N(CCC(C)C)C(=O)c2ccc(N3CCCC3=O)cc2)c(=O)[nH]c1=O | 11
COc1cccc2c1c(NC(=O)c1cc(C)on1)nn2C | -6
Cc1c(NS(=O)(=O)c2cc(C(=O)NCC3CCCO3)cc(Cl)c2Cl)c(=O)n(-c2ccccc2)n1C (stereo not drawn) | 3
Nc1c(C(=O)Nc2ccccc2)c2nc3ccccc3nc2n1CCCN1CCOCC1 | 14
C=CC(=O)N1C/C(=C/c2ccc(F)cc2)C(=O)/C(=C\c2ccc(F)cc2)C1 | 68*
Cc1noc(C)c1NC(=O)N1C[C@@H](O)COC[C@H]2O[C@H](CC(=O)N[C@H]3CCN(Cc4ccccc4)C3)CC[C@@H]21 | -6[25 µM]
Cc1ccc(CN(C)C(=O)c2ccccc2Oc2ccccc2)o1 | -8
CC(=O)NC12CC3CC(C1)CC(C(=O)Nc1nccs1)(C3)C2 | 28
COc1ccc(/C=N/NC(=O)c2ccc(Br)cc2)cc1CN1CCOCC1 | 11
O=S1(=O)N=C(Nc2nc3c(s2)CCCC3)c2ccccc21 | -111
Cc1cc(C(=O)NCC(=O)O)c(C)o1 | 6
COc1ccccc1-c1ccccc1[C@H]1[C@@H](C#N)N(C(=O)C2CCC2)[C@@H]1CO | -8[25 µM]
COc1cccc(CN(C)C(=O)c2cc(S(=O)(=O)NCc3ccccc3)ccc2C)c1OC | -25
Cn1ncc2c(NCc3ccccc3)ncnc21 | 2
CC(C)(C)n1cnnc1Sc1ncccc1[N+](=O)[O-] | 9
CC(=O)Nc1ccc(OCC(=O)N2CCc3ccccc3C2)cc1 | 4
Cc1cc(C)nc(SCc2ccc(C(=O)NN=C3CCCC3)cc2)n1 | 9
Cc1ccc([N+](=O)[O-])cc1N(CC(=O)N1CCCCC1)S(C)(=O)=O | 5
CO[C@@H](CN(C)C(=O)c1cnccn1)[C@@H](C)CN([C@H](C)CO)S(=O)(=O)c1ccccc1 | -2[25 µM]
CCOc1ccc(OCCC(=O)OCC(=O)Nc2ccc3c(c2)OCO3)cc1 | -6
COc1ccc(Br)c(C=O)c1OS(=O)(=O)c1ccc(C)cc1 | 25
O=C(CC1CC1)N1CC[C@@H]2[C@H](CO)Nc3ccc(-c4ccc(F)cc4)cc3[C@@H]21 | -23[25 µM]
O=C(N[C@@H]1CC[C@H](CCn2cc(C3CCCC3)nn2)O[C@H]1CO)c1cccnc1 | 2
O=C(CC(Nc1cccc(Cl)c1Cl)C(=O)O)c1ccccc1 (stereo not drawn) | -39
CC(C(=O)N1CCN(c2ccc([N+](=O)[O-])cc2)CC1)N1C(=O)C2CC=CCC2C1=O (stereo not drawn) | 15
CCCNC(=O)N1[C@H](CO)[C@H](c2ccc(C3=CCCCC3)cc2)[C@@H]1C#N | 45[25 µM]
CNC[C@@H]1Oc2ccccc2CC(=O)N(C)C[C@H]1C | -5
COc1ccc(NC(=O)Nc2ccc3c(c2)CCC3)c(OC)c1 | -18
O=C1CCCCC1S(=O)(=O)c1ccccc1 (stereo not drawn) | -3
CC(C)CCN1CCN(Cc2ccc(N3CCNC3=O)cc2)CC1CCO (stereo not drawn) | -5
O=C(CCc1ccccc1)Nc1ccc(N2CCOCC2)cc1 | -9
(listing goes on)
SMILES | CD40 NFkB inh
CC(=O)N1[C@H](CO)[C@H]2c3ccccc3N(C(=O)c3ccc(F)cc3)C[C@H]21 | -10[25 µM]
COc1ccc(-c2nn(-c3ccccc3)cc2/C=N/n2cnnc2)cc1OC | -44
CCCCC(=O)NCCc1ccc(OC)cc1 | -5
COc1cccc(C(=O)Nc2ccc3c(c2)C(=O)N(C)[C@H]2CC[C@H](CC(=O)NCc4ccc(F)cc4)O[C@H]2CO3)c1 | 2[25 µM]
COc1ccc(CNC(=O)c2cc3c(c(-c4cccc(-c5cccc(C#N)c5)c4)n2)[C@H](CCO)N([S@@](=O)C(C)(C)C)C3)cc1 | -3
CC(=O)NC[C@@H]1[C@@H](c2ccc(-c3cccc(F)c3)cc2)[C@@H](CO)N1C(=O)C1CC1 | 0[25 µM]
CC12CN3CCN(CC(C3)/C1=N/N=C/c1cccc([N+](=O)[O-])c1)C2 | -12
O=C(CN1CCOCC1)N1CC2(C1)[C@@H](c1ccccc1)[C@H](CO)N2Cc1cccc(F)c1 | -18[25 µM]
CCNC(=O)NC(=O)C(C)OC(=O)CNS(=O)(=O)c1c(Cl)cc(Br)cc1Cl (stereo not drawn) | 4
O=C(C[C@H]1CC[C@@H](NC(=O)NC2CCCCC2)[C@H](CO)O1)NCc1ccc(F)cc1 | -4
CCCN(C1CCS(=O)(=O)C1)S(=O)(=O)c1ccc(F)cc1 (stereo not drawn) | -1
O=C(C1CCOCC1)N1CC(=O)N2[C@H](C1)[C@H](c1ccc(/C=C/c3ccccc3)cc1)[C@@H]2CO | 0[25 µM]
O=C(O)CCc1ccc(-c2cccs2)n1CCC(=O)O | -3
COc1ccc(OCc2ccc(C(=O)N3CCOCC3)cc2)cc1 | -23
O=c1[nH]c(=O)n(C2OC(CO)C(O)C2O)cc1F (stereo not drawn) | 8
CCCNC(=O)N1[C@H](CO)[C@H]2c3ccccc3N(C(=O)Nc3cccc(Cl)c3)C[C@H]21 | 4[25 µM]
